# Screening results (PubChem)
# EPAC1 ag: qHTS for Agonist of cAMP-regulated guanine nucleotide exchange factor 3 (EPAC1): primary screen. 0.073% of 360,000 active. Potency, µM (series often up to 154 µM), without a hit: top-dose activation, most hits filed as activators. Rap guanine nucleotide exchange factor 3 (Homo sapiens), O95398. AID 720707, 2013. EPAC1 agonist qHTS, biochemical assay; response scale: 100% = response to 6.5 mM cAMP; further: potency means the concentration at half of the fitted maximal effect; nearly all actives have a fitted effect of over 60% in size
# Target sequence (O95398 whole entry, looked up): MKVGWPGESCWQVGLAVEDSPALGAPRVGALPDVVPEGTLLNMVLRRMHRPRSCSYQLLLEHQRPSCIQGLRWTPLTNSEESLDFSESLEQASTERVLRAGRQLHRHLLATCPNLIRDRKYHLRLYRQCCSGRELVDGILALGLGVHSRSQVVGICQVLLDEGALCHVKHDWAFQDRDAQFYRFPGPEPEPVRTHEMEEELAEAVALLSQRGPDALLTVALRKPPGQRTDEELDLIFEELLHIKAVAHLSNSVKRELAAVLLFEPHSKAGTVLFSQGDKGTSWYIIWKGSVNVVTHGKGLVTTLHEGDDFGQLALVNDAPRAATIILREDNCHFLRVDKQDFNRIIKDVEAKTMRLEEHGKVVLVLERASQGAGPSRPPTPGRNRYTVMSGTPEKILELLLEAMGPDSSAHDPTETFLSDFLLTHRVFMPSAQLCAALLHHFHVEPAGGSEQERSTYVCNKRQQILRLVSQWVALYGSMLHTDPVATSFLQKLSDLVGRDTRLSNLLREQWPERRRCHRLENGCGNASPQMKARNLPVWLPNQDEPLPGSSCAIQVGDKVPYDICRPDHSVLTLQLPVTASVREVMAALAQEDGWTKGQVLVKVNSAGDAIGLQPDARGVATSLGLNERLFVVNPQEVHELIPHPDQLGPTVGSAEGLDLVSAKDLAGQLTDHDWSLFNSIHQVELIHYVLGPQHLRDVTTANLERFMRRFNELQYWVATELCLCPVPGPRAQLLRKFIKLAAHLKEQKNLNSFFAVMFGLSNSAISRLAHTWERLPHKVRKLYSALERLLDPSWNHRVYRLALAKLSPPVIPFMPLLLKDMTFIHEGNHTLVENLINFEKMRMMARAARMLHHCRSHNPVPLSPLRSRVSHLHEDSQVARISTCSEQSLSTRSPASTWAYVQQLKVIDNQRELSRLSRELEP
#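 Fluorescent GDP-exchange assay: 100 nM EPAC1 with 250 nM Rap1B preloaded with BODIPY-GDP and 50 uM GDP; compounds tested as concentration series, 5 min at room temperature, then read every 5 min for 30 min (ex 480/em 540 nm); normalized to 6.5 mM cAMP.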
# EPAC2 antagonist: qHTS for Antagonist of cAMP-regulated guanine nucleotide exchange factor 2 (EPAC2): primary screen; Rap guanine nucleotide exchange factor 4 (Homo sapiens), Q8WZA2; EPAC2 GEF exchange of Rap1B-BODIPY-GDP, fluorescence; Potency, µM (top dose mostly 114 µM), for inactives: top-dose activity, negative = inhibition, usual class: inhibitors; 0.18% of 360,000 active; further: potency means the concentration at half of the fitted maximal effect; on the % scale 0 is the no-effect control and ±100 the full control effect; nearly all actives have a fitted effect of over 45% in size; many of its hits are not listed in these tables
# WRN helicase inh: qHTS for Inhibitors of WRN Helicase | Potency, µM (titrated, usually from 114 µM), without a hit: top-dose activity change, negative = inhibition, most hits filed as inhibitors | 0.46% of 360,000 active | WRN helicase unwinding, fluorescent forked duplex, kinetic | Bifunctional 3'-5' exonuclease/ATP-dependent helicase WRN (Homo sapiens), Q14191; further: potency means the concentration at half of the fitted maximal effect; on the % scale 0 is the no-effect control and ±100 the full control effect; nearly all actives have a fitted effect of over 55% in size
#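 Enzyme (20 nM final) and test compound sit together 15 min at room temperature before substrate addition. Substrate is a single-forked duplex oligonucleotide (100 nM) labelled with fluorophore and quencher, with 2 mM ATP; helicase unwinding raises red fluorescence, read kinetically.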
# CCT modulator: High-Throughput Screening for Modulators of Cytosolic Chaperonin Activity; purified chaperonin ATPase assay, HTRF ADP detection, 30 min; activity change, % (test concentration not listed), hits read low; 0.3% of 360,000 active; AID 651819, 2012; in the data active means activity change below about -30%; further: on the % scale 0 is the no-effect control and ±100 the full control effect
#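 ATPase activity: ADP formed was measured by HTRF Transcreener (665/615 nm ratio) after 30 min at 37 deg C with 10 uM ATP. Compounds screened at one 76 uM concentration against 40 or 20 nM TRiC in Tris pH 7.4/KCl/MgCl2/DTT buffer.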
# Mm-Cpn inhibitor: Inhibitors of TCP-1 ring complex (TRiC) of Methanococcus maripaludis (MmCpn): qHTS; 0.031% of 330,000 active; Potency, µM (top dose mostly 76.9 µM), for the others: at the highest dose activity, negative = inhibition, hits mostly inhibitors; AID 504842, 2011; purified Mm-Cpn ATPase, ADP Transcreener TR-FRET; Chaperonin Mm-Cpn (Methanococcus maripaludis); further: potency means the concentration at half of the fitted maximal effect; on the % scale 0 is the no-effect control and ±100 the full control effect; nearly all actives have a fitted effect of over 80% in size
#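 Eu-cryptate anti-ADP/ADP-d2 competition gives a ratio inversely related to ADP. Enzyme at 25 nM was pre-exposed to compound for 10 min, then given 10 uM ATP for 30 min, 37°C throughout.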
# PI5P4Ka inh: qHTS for Inhibitors of phosphatidylinositol 5-phosphate 4-kinase (PI5P4K); PI5P4Kalpha enzyme, ADP-Glo luminescence, 60 min; hits give low values; Phosphatidylinositol 5-phosphate 4-kinase type-2 alpha (Homo sapiens), P48426; 1.2% of 330,000 active; max response, %; AID 652105, 2013; active means max response of -50% or lower; inconclusive means between -30% and -50%; inactive means -30% or higher; further: value at the top dose of about 77 µM; on the % scale 0 is the no-effect control and ±100 the full control effect
#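 Compounds were pin-transferred onto PI5P4Kalpha and substrate in HEPES pH 7.4 buffer with EGTA, CHAPS and 5% DMSO. ATP (5 microM final) started the reaction, which ran 60 minutes at room temperature before ADP-Glo detection.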
# PLK1 PBD block: qHTS for Inhibitors of PLK1-PDB (polo-like kinase 1 - polo-box domain): Primary Screen; Serine/threonine-protein kinase PLK1 (Homo sapiens), P53350; Plk1 PBD binding of FITC phosphopeptide, fluorescence polarization; Potency, µM, inactives show max response, negative = inhibition, most hits filed as inhibitors; 2.8% of 360,000 active; further: potency means the concentration at half of the fitted maximal effect; series mostly up to about 57 µM; on the % scale 0 is the no-effect control and ±100 the full control effect; nearly all actives have a fitted effect of over 65% in size
# EPAC1 antag: qHTS for Antagonist of cAMP-regulated guanine nucleotide exchange factor 3 (EPAC1): primary screen; EPAC1 GEF assay, Rap1b-BODIPY-GDP exchange fluorescence; Potency, µM (top dose mostly 115 µM), for inactives: top-dose activity change, negative = inhibition, most hits filed as inhibitors; 0.14% of 360,000 active;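 further: potency means the concentration at half of the fitted maximal effect; plate controls were vehicle for no effect and positive control for full effect; nearly all actives have a fitted effect of over 50% in size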
# Numbers without * were called inactive; ? = inconclusive; . = not tested or not shown; [ ] = another dose, or the depositor's remark. Unless noted, the call rests on the fitted dose curve; in most records, active means well fitted curve in the direction sought with a large enough effect; inconclusive means small, poorly fitted or top-dose-only effect, or another doubt; inactive means no such curve, though single readings can be large; an effect the other way counts as inactive or inconclusive. This is a subset, so the mix of outcomes need not match the whole.
# Values run as follows: EPAC1 ag, EPAC2 antagonist, WRN helicase inh, CCT modulator, Mm-Cpn inhibitor, PI5P4Ka inh, PLK1 PBD block, EPAC1 antag
- C=CCNC(=S)Nc1ccc(Cl)c(S(=O)(=O)N2CCOCC2)c1
 : -4.5%, 1.7%, 4.1%, -0.2, 0.9%, 0.2, -8.5%, 7.2%
- CC(C)C[C@H](CO)Nc1nc(N(C)c2cccc(Cl)c2)c2ncn(C(C)C)c2n1
 : -6.7%, -26.4%, -4.6%, -2.3, 1.2%, 9.8, -0.9%, -21.3%
- CN(CC(=O)NCc1ccccc1Cl)CC(=O)Nc1cccc(F)c1
 : -0.2%, -1.9%, -6.1%[57.1 µM], 0.1, 1.7%, 2.1, 1.7%, -26.9%
- Cc1ccc(C)c(NS(=O)(=O)c2ccc(NC(=O)CSc3ccc(Cl)cc3)cc2)c1
 : 21.0%, 1.6%, -4.0%, -1.3, -1.3%, 1.3, 23.8µM*, -7.7%
- O=C(COC(=O)/C=C/c1ccc([N+](=O)[O-])cc1)Nc1ccc(F)cc1
 : 4.4%, -2.7%, -5.6%, -2.6, -19.7%, 8.6, -1.5%, -13.6%
- CC1CCCC(NC(=O)C2N(CCCN3CCCC3)C(=O)C3C(C(=O)Nc4cccc(Cl)c4)C4C=CC32O4)C1C (configuration not stated)
 : 0.2%, 0.5%, 0.8%, 0.6, 1.5%, 0.9, -7.7%, 6.7%
- O=C(C1=C(O)C(=O)N(c2ncccn2)C1c1cccc(Cl)c1)c1ccco1 (configuration not stated)
 : -1.9%, 9.0%, 3.6%, -1.5, ., ., -9.7%, 2.4%
- Cc1cccn2c(=O)c3cc(C#N)c(=O)n(CCCN4CCOCC4)c3nc12
 : -4.4%, -1.9%[57.1 µM], -11.4%[57.1 µM], 0.2, -6.1%, -5.7, -8.5%, 3.3%
- COc1cc(NC(=O)C2CCCCN2)ccc1OCC(C)C (configuration not stated)
 : -6.3%, -3.0%, -1.5%, 2.8, 0.1%, 21.0, -4.7%, 4.3%
- COc1cc(C(=O)O)ccc1OCC(=O)N1CCOCC1
 : 0.9%, -0.7%, 3.0%, -1.5, -4.1%, 0.3, -9.2%, -7.0%
- COc1ccc(N(CC(=O)N/N=C(\C)c2ccccc2)S(=O)(=O)c2ccccc2)cc1
 : 9.3%, -14.2%, 3.2%, -0.6, -0.8%, -1.6, 1.1%, -0.1%
- O=C(Nc1ccccc1N1CCOCC1)c1cccnc1
 : 1.3%, 4.8%, 3.1%, -0.8, 1.6%, -6.8, 8.5%, -2.3%
- CC(C)c1ccc(NC(=O)/C(C#N)=C/c2ccncc2)cc1
 : -3.4%, -11.7%, ?, -21.7, -14.6%, 1.1, ?, -4.4%
- Cc1cccc(N(CC(=O)Nc2ccc(-c3nc4ccc(C)cc4s3)cc2)S(C)(=O)=O)c1
 : -9.5%, 14.4%, 4.3%, -19.9, -2.8%, -4.1, -2.0%, 16.3%
- N=C(N)c1ccc(N=Nc2c(O)ccc3c2[nH]c2ccccc23)cc1
 : ?, 50.1µM*, 11.2µM*, -5.6, ., -71.0*, -8.3%, 39.8µM*
- Cc1ccc2c(c1)COc1c3ccc(C(=O)O)cc3nn1-2
 : -22.9%, 15.2%, 0.7%, -2.1, 1.3%, -10.9, -1.0%, 9.5%
- Cc1ccc(CSCC(=O)N2CCOCC2)cc1
 : -5.6%, 5.3%, ?, 0.9, 0.3%, -51.5*, 2.99µM*, 6.4%
- COc1ccc(CNC(=O)CNC(=O)c2cccs2)c(OC)c1
 : -1.4%, 3.7%, -3.7%, -3.8, 0.5%, 2.8, -3.0%, 12.5%
- CCc1ccccc1NC(=O)C1CCCN(c2ncnc3onc(-c4ccc(F)cc4)c23)C1 (configuration not stated)
 : -8.0%, 10.8%, 3.9%, -1.3, 0.9%, -1.9, 3.5%, 1.4%
- O=C(/C=C(\O)c1ccc(Cl)cc1)C(=O)NNC(=O)C(O)(c1ccccc1)c1ccccc1
 : -1.8%, -2.3%, -26.9%, -2.8, 1.1%, ?, -7.5%, ?
- CCOC(=O)N1CCC(NC(=O)C2CCN(S(=O)(=O)c3cnc[nH]3)CC2)CC1
 : 0.4%, -2.7%, 2.0%, -1.3, -0.3%, 3.5, -11.6%, -22.4%
- CSCC(=O)NCC1(N(C)Cc2ccccc2)Cc2ccccc2C1
 : 4.6%, 0.2%, -3.8%, -0.1, -0.7%, -3.0, 0.6%, -6.2%
- COCCCn1c(SCC(=O)N2CCCC(C)C2)nnc1-c1ccco1 (configuration not stated)
 : -3.9%, 12.1%, 1.2%, -2.4, 0.6%, ., -3.7%, 0.3%
- Cc1cc(NC(=O)CN2C(=O)/C(=C/c3cccc(Br)c3)SC2=S)no1
 : 2.6%, 9.3%, -5.1%, -0.9, 1.9%, 0.0, 0.6%, 12.0%
- CC(C)(C)NC(=O)CCN(/N=C/c1ccccc1O)C1=NS(=O)(=O)c2ccccc21
 : 8.8%, -1.0%, 0.5%, -4.6, 1.9%, 16.3, -23.0%, -14.0%
- COc1ccccc1OCCSc1nnnn1C1CCCCC1
 : 0.0%, -19.3%, -3.0%, 2.4, ., 4.6, 0.0%, 0.0%
- COc1ccc(N2CC(C(=O)NC3CC(C)(C)NC(C)(C)C3)CC2=O)cc1 (configuration not stated)
 : -2.6%, 11.5%, 17.6%, -0.6, -0.7%, 3.0, 3.5%, -2.4%
- Cc1cc2c(=O)n(C)c(SCC(=O)NCC3CCCO3)nc2s1 (configuration not stated)
 : 6.4%, 1.4%, -23.1%, -1.6, ., -9.7, -20.6%, -13.0%
- CC(=O)c1ccc(N(C)C)cc1
 : -6.0%, 1.2%[57.1 µM], 1.5%, 0.9, -1.3%, -6.9, -0.9%, 12.0%
- O=S(=O)(c1ccc(Cl)cc1)N1CCN(C2CCCCCC2)CC1
 : -0.1%, -6.5%, -0.8%, 2.0, 0.3%, -2.6, 1.2%, 4.1%
- CCCCCCCCC1=NCCc2c1[nH]c1ccccc21
 : -8.6%, -11.7%, -6.8%, -0.6, -1.3%, ?, 23.8µM*, -13.9%
- O=C(COc1ccccc1C(=O)NCC1CCCO1)Nc1ccc(Cl)cc1Cl (configuration not stated)
 : -1.5%, 1.8%, -0.7%, -5.0, -5.0%, -1.1, 4.5%, 8.1%
- Cc1cc(C)n2nc(N)c(N=Nc3ccc4c(c3)OCO4)c2n1
 : -6.5%, 20.2%, -1.2%, 2.9, -0.8%, 0.7, 1.9%, 4.2%
- COc1ccc(-c2ncncc2-c2csc(C)n2)c(O)c1
 : 4.5%, -0.3%, -0.2%, -1.6, 1.2%, -1.9, -6.9%, -4.7%
- Cn1nnc2cc(C(=O)Nc3ccc4ccccc4c3)ccc21
 : 7.1%, ?, 2.7%, -1.6, -3.0%, -0.1, 7.4%, 4.4%
- COc1ccc(N2CCN(c3ccnc4cc(Cl)ccc34)CC2)cc1
 : 12.9%, -7.4%, 5.1%, -1.6, 4.8%, 1.9, -1.1%, 9.6%
- C[C@H](CO)N1C[C@H](C)[C@@H](CN(C)S(=O)(=O)c2ccc(F)cc2)Oc2ccc(NC(=O)C3CC3)cc2C1=O
 : 2.1%, 8.6%, -3.0%, 1.1, 2.2%, 7.4, -4.6%, -4.9%
- Cc1cc(C(=O)C(C)OC(=O)c2cnccn2)c(C)n1-c1ccccc1 (configuration not stated)
 : 0.9%, 5.1%, 1.5%, -0.5, 1.7%, -0.4, -1.4%, 2.4%
- N#C/C(=C/c1cn(-c2ccccc2)nc1-c1cccc(S(=O)(=O)N2CCCC2)c1)C(=O)NCc1ccco1
 : 1.6%, 1.6%, -7.8%[11.6 µM], 1.6, -12.1%, ?, ?, 1.5%
- Cc1c(CC(=O)NCCCC(=O)O)c(=O)oc2cc3oc4c(c3cc12)CCCC4
 : 6.1%, 4.7%, 9.6%, -3.9, -2.9%, -5.9, 0.8%, -7.7%
- Clc1ccccc1Nc1ncnc2c1nnn2Cc1ccccc1
 : 18.5%, -0.8%, -6.9%, -2.5, -9.2%, ., -9.2%, -1.5%
- CS(=O)(=O)N(CC(=O)N1CCN(Cc2ccccc2)CC1)c1cccc(F)c1
 : -5.4%, 8.5%, 4.7%, -0.4, 2.6%, 1.5, -1.8%, -7.5%
- O=C(NCc1cnn(-c2ccccc2)c1)C1CCC(=O)N(C2CC2)C1 (configuration not stated)
 : 12.2%, 1.6%, -4.4%, -2.1, -1.8%, -0.2, -2.7%, -0.7%
- Cc1cc2cc(C(c3nnnn3Cc3ccco3)N3CCCCC3)c(=O)[nH]c2cc1C (configuration not stated)
 : 3.6%, 3.2%, -4.6%, -5.8, -2.7%, ., -21.1%, 11.7%
- CC(=NNc1nc2ccccc2o1)c1ncccn1
 : 3.9%, 5.9%, 2.5%, 0.2, ., -1.1, -0.8%, 6.9%
- N#CCCN(Cc1cccnc1)C(=S)NC(=O)c1ccc(S(=O)(=O)N2CCCC2)cc1
 : -4.0%, 6.5%, -1.6%, 1.7, -5.7%, -22.7, ?, 5.7%
- CC(=O)N(C)c1ccc(OCC(O)Cn2c(C)nc3ccccc32)cc1 (configuration not stated)
 : -3.9%, 1.1%, 5.7%, -0.5, 1.3%, -3.8, 0.9%, 6.6%
- c1cnc2ccc(C(c3nnnn3C3CCCC3)N3CCSCC3)cc2c1 (configuration not stated)
 : -1.9%, -1.6%, 2.1%, -0.2, 0.2%, 0.4, -5.9%, -14.1%
- O=C(NCc1ccco1)C(=O)NCc1ccccc1Cl
 : -3.9%, 6.5%, 1.3%, 0.2, -2.0%, -5.6, -25.7%, -7.5%

# Taken from above:
# `O=C(NCc1ccco1)C(=O)NCc1ccccc1Cl` | EPAC1 ag: -3.9%
# `CC(=NNc1nc2ccccc2o1)c1ncccn1` | EPAC1 antag: 6.9%
# `Cc1cc2cc(C(c3nnnn3Cc3ccco3)N3CCCCC3)c(=O)[nH]c2cc1C` (configuration not stated) | EPAC1 antag: 11.7%
